CHO-K1 Ca PAM: M1 PAM counterscreen hit in parental CHO-K1 cells; ATP EC20, Fluo-8 calcium fluorescence; 0% at ATP EC20, 100% at ATP max; activation, % at 3 µM; 0.02% of 360,000 active; AID 602247;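 active means activation above the run cutoff, the mean activation of all test compounds plus 3 SD, cut at about 40% in these data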;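 further: peak over basal fluorescence ratio in a 140 s read after ATP addition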
CHO-K1 Ca antag: counter-screen for M1 antagonists: effect in parental CHO-K1 cells | ATP-induced calcium, Fluo-8 fluorescence | inhibition, % at 3 µM | 0.6% of 360,000 active;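 active means inhibition above a per-plate cutoff, the plate's mean sample inhibition plus 3 SD, cut at about 24% in these data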;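 further: 0% = DMSO plus EC80 ATP and 100% = DMSO alone without ATP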
M5 PAM: CHRM5 positive allosteric modulation | P08912 | CHO-K1 hM5, Fluo-8 calcium, ACh EC20 PAM; 0% = ACh EC20, 100% = ACh EC100 | activation, % at 3 µM | 0.3% of 360,000 active;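 active means activation above the run cutoff, the mean activation of all test compounds plus 3 SD, cut at about 18% in these data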
Target sequence (P08912 whole entry, looked up): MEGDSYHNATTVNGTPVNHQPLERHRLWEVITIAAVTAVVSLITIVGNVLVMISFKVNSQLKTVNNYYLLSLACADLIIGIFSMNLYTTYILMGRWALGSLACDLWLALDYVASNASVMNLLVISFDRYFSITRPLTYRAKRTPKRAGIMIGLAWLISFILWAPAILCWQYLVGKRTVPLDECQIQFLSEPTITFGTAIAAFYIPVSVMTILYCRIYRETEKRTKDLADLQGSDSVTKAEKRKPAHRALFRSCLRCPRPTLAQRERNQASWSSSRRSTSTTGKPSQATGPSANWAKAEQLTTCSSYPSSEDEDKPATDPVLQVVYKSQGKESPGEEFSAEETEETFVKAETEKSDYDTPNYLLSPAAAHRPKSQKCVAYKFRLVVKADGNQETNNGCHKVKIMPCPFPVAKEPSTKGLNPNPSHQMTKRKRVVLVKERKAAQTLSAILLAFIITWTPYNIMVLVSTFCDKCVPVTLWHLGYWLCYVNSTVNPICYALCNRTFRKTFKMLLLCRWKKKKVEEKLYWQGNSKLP
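System: CHO-K1 cell line with stable human muscarinic M5 receptor expression | Also added: EC20 acetylcholine as agonist stimulus | Compound: One concentration, 3 µM final (nominal) | Timing: Fluo-8 loading 80 min at 37 °C plus 30 min room temperature | Measured by: Fluo-8 calcium dye fluorescence, kinetic read | Read-out basis: % activation, ACh-normalized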
M4 ag: agonists of human muscarinic M4 receptor (CHRM4); P08173; CHO-K1 hM4/Gqi5, Fluo-8 calcium fluorescence; vehicle 0%, full acetylcholine response 100%; activation, % at 3 µM; 0.14% of 360,000 active;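 active means activation above the run mean over all test wells plus 3 SD, cut at about 32% in these data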;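 further: peak over basal fluorescence ratio per well then scaled between controls; 0% = DMSO wells and 100% = acetylcholine at EC100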
Target sequence (P08173 whole entry, looked up): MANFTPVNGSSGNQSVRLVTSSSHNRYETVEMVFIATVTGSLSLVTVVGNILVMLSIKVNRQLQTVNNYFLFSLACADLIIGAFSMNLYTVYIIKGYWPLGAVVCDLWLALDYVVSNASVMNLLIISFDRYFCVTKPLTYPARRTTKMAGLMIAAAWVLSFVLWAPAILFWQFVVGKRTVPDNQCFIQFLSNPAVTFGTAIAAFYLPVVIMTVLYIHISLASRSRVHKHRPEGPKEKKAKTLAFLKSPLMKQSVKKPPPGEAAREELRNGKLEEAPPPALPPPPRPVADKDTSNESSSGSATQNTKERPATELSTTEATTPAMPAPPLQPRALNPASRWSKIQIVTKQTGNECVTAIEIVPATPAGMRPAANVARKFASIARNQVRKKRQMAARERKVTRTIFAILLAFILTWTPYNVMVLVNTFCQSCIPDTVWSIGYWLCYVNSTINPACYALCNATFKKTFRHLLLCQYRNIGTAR
CHRM4 antagonist: CHRM4 antagonism in calcium assay; inhibition, % at 3 µM; 0.73% of 360,000 active; P08173; CHO-hM4 cells, ACh EC80, Fluo-8 calcium fluorescence;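 active means inhibition above its plate's cutoff, the mean inhibition of sample wells plus 3 SD, cut at about 27% in these data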;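 further: 0% = acetylcholine EC80 with DMSO and 100% = DMSO without agonist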
M5 antag: CHRM5 antagonism in calcium assay; P08912; CHO-hM5 cells, Fluo-8 calcium fluorescence, ACh EC80; inhibition, % at 3 µM; 0.59% of 360,000 active; AID 624040;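 active means inhibition above a per-plate cutoff, the mean of that plate's test compounds plus 3 SD, cut at about 27% in these data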;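 further: 0% = acetylcholine EC80 with DMSO and 100% = DMSO without agonist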
CHRM5 agonist: CHRM5 agonism in calcium assay; P08912; AID 624037; 0.19% of 360,000 active; CHO-K1 hM5 cells, Fluo-8 calcium fluorescence; 0% DMSO wells, 100% maximal acetylcholine response; activation, % at 3 µM;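 active means activation above the run's mean over test compounds plus 3 SD, cut at about 23% in these data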;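 further: signal is peak over basal fluorescence ratio across the kinetic read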
M1 ag parental: nonselective activator or artifact in parental CHO-K1 cells | Fluo-8 calcium fluorescence; scaled to maximal ATP response, vehicle zero | activation, % at 3 µM | 0.48% of 360,000 active; in the data active means activation above about 15%;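 further: untransfected CHO-K1 host cells lacking M1 receptor as counterscreen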
CHRM4 PAM: CHRM4 positive allosteric modulation. CHO-K1 hM4/Gqi5, Fluo-8 calcium fluorescence, ACh EC20; 0% = ACh EC20, 100% = maximal ACh. 0.4% of 360,000 active. activation, % at 3 µM. P08173. AID 624126;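 active means activation above its plate's cutoff, the mean activation of sample wells plus 3 SD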; further: some results filed as inactive read as strong as hits
* hit, by the source's call.

Sequence of screens: CHO-K1 Ca antag	CHRM4 PAM	M5 antag	CHO-K1 Ca PAM	M4 ag	M1 ag parental	M5 PAM	CHRM4 antagonist	CHRM5 agonist
(1) CC(=O)Nc1ccc(C(=O)N/C(=C/c2ccccc2)C(=O)NCc2ccco2)cc1
    -15	3	4	13	1	0.4	8	7	0
(2) Cc1cccc(N2C(=S)NC3c4ccccc4OC2(C)C3C(=O)N(C)C)c1 (centres undefined)
    -10	-16	15	11	23	6.4	-22	10	9
(3) CCOc1ccccc1N1C(=O)CC(Nc2ccc(N3CCOCC3)cc2)C1=O (centres undefined)
    -20	4	-2	5	3	1.6	-2	-10	3
(4) O=C(NN=C1CCCCCCC1)c1ccc2ccccc2n1
    -5	7	2	14	3	0.2	-8	-2	-5
(5) COc1ccc(/C=C(\C#N)c2nc3ccccc3[nH]2)cc1O
    1	2	5	11	5	1.3	-5	-8	1
(6) CC(=O)Nn1c(-c2ccccc2)cc2ccccc21
    3	-6	2	5	0	0.0	-7	4	-3
(7) COc1cc([N+](=O)[O-])ccc1NC(=O)COC(=O)C1=NN(c2ccccc2)C(=O)CC1
    -7	0	3	-2	2	0.0	-8	-3	3
(8) CCCCn1nc2cc(C(=O)N(CC)c3ccc(OC)cc3)ccc2c1OCC
    -18	10	4	13	2	2.0	-1	0	0
(9) COc1ccc(C2/C=C\CN(S(=O)(=O)c3cccc4cccnc34)CC(=O)N2Cc2ccc(F)cc2)cc1 (centres undefined)
    -7	-11	8	-15	12	0.5	-9	13	4
(10) COc1cc2cnc(-c3ccccc3)c(C(=O)c3ccc(F)cc3)c2cc1OC
    -17	4	9	15	1	-0.9	-4	-8	-3
(11) Cc1ccc(N2CCN(S(=O)(=O)c3c(C)nc4scc(C)n4c3=O)CC2)c(C)c1
    -4	-6	-1	-7	11	7.0	-2	8	0
(12) COc1ccc(/C=C/c2cccc[n+]2C)c(O)c1
    1	-4	8	-7	0	0.2	3	3	-23
(13) Cc1nc(SCC(=O)NCc2ccc3c(c2)OCO3)c(C#N)c2c1CCCC2
    -6	-5	6	18	2	1.7	0	-7	-10
(14) O=C1c2ccccc2C(=O)C1c1ccccc1F
    0	-3	8	3	-1	-0.4	-2	10	-4
(15) O=S(=O)(Nc1nc(-c2sccc2Cl)cs1)c1cc(Cl)ccc1Cl
    26*	-1	9	-6	0	-0.6	-13	3	-3
(16) Cn1cccc1/C=N/NC(=O)C(O)c1ccccc1 (centres undefined)
    9	-6	0	-15	0	0.3	5	4	1
(17) COCCOC(=O)C1=C(C)N=C2SCCC(=O)N2C1c1ccc(OC(=O)c2ccco2)cc1 (centres undefined)
    -6	5	1	10	0	0.8	-4	1	-1
(18) CC1CC(NC(=O)c2cnc3n(c2=O)CCS3)CC(C)(C)C1 (centres undefined)
    -4	8	-6	8	0	0.5	4	-10	-1
(19) C(#Cc1ccc(C#CCN2CCCC2)cc1)CN1CCCC1
    6	-2	1	8	3	0.4	6	-3	-11
(20) CC(=O)N1CCN=C1SCc1c(F)cccc1Cl
    4	20*	0	5	2	0.0	2	-13	3
(21) CC(C)c1nc(N2CCN(C(=O)c3ccccc3)CC2)c(C#N)c2c1COC(C)(C)C2
    -8	1	-5	0	1	0.0	-4	-2	-7
(22) Cc1ccc(S(=O)(=O)N2CCCCC2)cc1C(=O)NC1CCCCC1
    -9	8	-4	8	2	0.8	5	-12	-1
(23) Cc1cnc(C(=O)OCC(=O)Nc2cc(S(=O)(=O)N3CCCCC3)ccc2Cl)cn1
    -5	3	11	16	3	0.2	-5	-1	-3
(24) C=CCn1c(N2CCCCCC2)nc2c1c(=O)[nH]c(=O)n2C
    -22	-2	11	11	2	0.6	-2	-7	-2
(25) Cc1ccccc1C(=O)N1CCN(c2ccc(NC(=O)c3ccc4c(c3)OCCO4)cc2)CC1
    0	-13	2	-15	26	19*	-11	4	9
(26) c1ccc(-c2nnc(N3CCOCC3)nc2-c2ccccc2)cc1
    -13	1	-3	24	0	4.4	-6	4	-3
(27) CSCc1cc(N(C)c2ccccc2)nc(-c2ccccc2)n1
    -4	3	5	-1	-1	-0.7	1	0	-4
(28) CC(CCc1ccccc1)N1CCN(Cc2ccccc2)CC1 (centres undefined)
    0	-5	3	18	1	8.4	-8	4	-9
(29) O=C(c1cc(-c2ccc(F)cc2)no1)N1CCN(Cc2ccc3c(c2)OCO3)CC1
    -5	9	1	10	1	0.1	-5	-8	-1
(30) CC(=O)c1c(C)[nH]c(C(=O)OCC(=O)Nc2ccc(Cl)c(S(=O)(=O)N(C)C)c2)c1C
    -1	-13	6	-1	12	8.2	-16	-10	1

Structural class, those above with two or more sulfur atoms (2)
Sequence of screens: CHO-K1 Ca antag	CHRM4 PAM	M5 antag	CHO-K1 Ca PAM	M4 ag	M1 ag parental	M5 PAM	CHRM4 antagonist	CHRM5 agonist
(11) Cc1ccc(N2CCN(S(=O)(=O)c3c(C)nc4scc(C)n4c3=O)CC2)c(C)c1
    -4	-6	-1	-7	11	7.0	-2	8	0
(15) O=S(=O)(Nc1nc(-c2sccc2Cl)cs1)c1cc(Cl)ccc1Cl
    26*	-1	9	-6	0	-0.6	-13	3	-3

(further entries)
Sequence of screens: CHO-K1 Ca antag	CHRM4 PAM	M5 antag	CHO-K1 Ca PAM	M4 ag	M1 ag parental	M5 PAM	CHRM4 antagonist	CHRM5 agonist
(31) Cc1ccc(/C=N\NC(=O)Cn2c(C)nc3ccccc32)o1
    -6	7	1	14	2	2.5	-5	-12	1
(32) CNC(=S)N(CCc1ccc(OC)c(OC)c1)C1CC(=O)N(c2ccccc2)C1=O (centres undefined)
    -19	-1	-1	14	12	4.4	6	-19	5
(33) COc1ccc(-c2cn(CC3CCCCC3)nn2)cc1
    6	9	7	13	4	0.0	4	0	1
(34) Cc1ccc(C)c(Nc2nc3nonc3nc2N2CCOCC2)c1
    -11	3	2	3	1	0.3	-2	1	-2
(35) Cc1onc(C(=O)N2CCN(C(c3ccccc3)c3ccccc3)CC2)c1[N+](=O)[O-]
    -8	-3	0	4	-2	-0.2	-3	-10	-6
(36) CCC(NS(=O)(=O)c1ccc(C)cc1)C(=O)N1CCOCCOCCOCCOCC1 (centres undefined)
    3	6	7	6	9	-0.2	0	-5	-1
(37) Cc1cccc(C)c1NC(=O)CN1CCN(C(=O)CN2C(=O)NC3(CCCCC3C)C2=O)CC1 (centres undefined)
    -10	23*	-1	-13	1	0.1	1	-11	2
(38) COc1ccc(C2CC(c3ccc([N+](=O)[O-])cc3)=NN2C(C)=O)cc1 (centres undefined)
    6	-3	14	11	11	7.6	-12	6	3
(39) COc1ccc(CNc2ccc([N+](=O)[O-])cc2C)cc1
    -14	-10	5	15	2	0.4	-12	1	-19
(40) O=c1c2[nH]c3ccccc3c2ncn1Cc1ccco1
    -10	6	-1	22	2	0.3	1	-2	-1
(41) Cc1cc(C)c(S(=O)(=O)N2CCOC2CNC(=O)C(=O)NCCCN2CCCC2=O)c(C)c1 (centres undefined)
    -10	4	-6	17	2	0.3	1	-13	-3
(42) COc1ccc(NC(=O)CCC(=O)c2cccs2)c(OC)c1
    -8	-9	7	-11	1	0.1	-6	13	-3
(43) O=C1CC(Cc2ccccc2)C(=O)N1c1ccc(Cl)cn1 (centres undefined)
    -12	0	6	14	0	0.1	0	7	-6
(44) S=c1[nH]nc(C2CCCCC2)n1/N=C/c1ccccn1
    -5	-6	-1	20	1	0.0	-3	12	0
(45) COC(=O)c1sccc1NC(=S)Nc1ccc(C)cc1
    9	14	8	-18	1	-0.3	-7	2	-4
(46) CC(=O)Nc1ccc(NC(=O)c2cc(-c3ccc(F)cc3C)n[nH]2)cc1
    -5	-2	0	17	8	4.1	-5	-16	-3
(47) O=C(CNS(=O)(=O)c1ccc(C(=O)N2CCOCC2)cc1)N1CCOCC1
    2	2	-6	8	0	0.0	-4	-4	-3
(48) O=C(CN1C(=O)S/C(=C\c2ccc(O)cc2)C1=O)c1ccccc1
    -2	14	-10	4	2	1.3	-3	-11	-5
(49) CC(=O)c1ccc[n+](CC(=O)NC(C)c2ccccc2)c1 (centres undefined)
    -9	-4	1	5	0	-0.3	1	-1	-5
(50) CC(C)(C)NS(=O)(=O)c1ccc(NC(=O)NC2CCCCC2)cc1
    -10	-5	-1	13	4	3.4	-7	1	7
(51) COc1ccc(CC(=O)OCc2cc3ccccc3[nH]c2=O)cc1
    -3	1	-3	16	2	0.9	-1	-3	-1
(52) O=C(NN1C(=O)c2ccccc2NC1c1ccco1)c1ccc([N+](=O)[O-])cc1 (centres undefined)
    -15	5	8	9	-1	-0.8	-6	-5	-4
(53) CCOC(=O)c1ccc(N2C(=O)CC(C(=O)OC)=C2C)cc1
    -7	-1	-7	6	2	-0.4	1	-2	-1
(54) CCOC(=O)C1=C(C)NC(C)=C(C(=O)OCC)C1C(=O)OCC(=O)NCc1ccco1
    -11	-8	12	-16	16	5.6	-27	-9	-2
(55) CCc1ccc(NC(=O)c2ccc(NC3=NC4CS(=O)(=O)CC4S3)cc2)cc1 (centres undefined)
    -6	-12	6	-16	1	0.0	-3	15	-4
(56) CS(=O)(=O)Nc1nc2ccccc2[nH]1
    5	7	-5	8	2	-0.2	2	-20	-3
(57) COC(=O)[C@]12CCCCC=C1N(Cc1ccco1)C(=O)[C@H](CC(=O)NCc1ccc(C)o1)C2
    -8	-3	7	6	3	1.7	-6	3	3
(58) CC1CCC(C(C)C)C(=O)/C1=C\c1ccc(NC(=O)CCC(=O)O)cc1 (centres undefined)
    3	0	5	1	0	0.4	-1	4	0
(59) COc1ccccc1-c1nnc2sc(COc3ccccc3)nn12
    -8	3	-2	21	-1	1.1	2	-5	-3
(60) COc1cccc(-c2c(C(=O)N/N=C/c3ccncc3)nnn2-c2nonc2N)c1
    -2	0	-1	-9	6	2.4	3	-7	6
(61) Cc1cc(C)n(Cc2ccc(C(=O)NCc3ccco3)o2)n1
    3	1	2	11	0	0.3	-3	8	-1
(62) CCc1ccc(N(CC(=O)Nc2sc3c(c2C(=O)OC)CCCC3)S(C)(=O)=O)cc1
    -8	4	8	23	2	0.6	-4	-6	0
(63) CCCn1c(CNS(=O)(=O)c2ccc(C)cc2)nc2ccccc21
    -17	-7	3	6	1	0.3	-5	-1	1
(64) Cc1c(OCC(=O)NC2CC(C)(C)NC(C)(C)C2)ccc2c3c(c(=O)oc12)CCC3
    11	1	-4	1	1	4.2	3	4	-3
(65) COc1ccc(/C=N/NC(=O)c2cccnc2)cc1COc1ccc(NC(C)=O)cc1
    0	-7	2	5	1	0.3	2	8	-3
(66) COC(=O)Nc1ccc(S(=O)(=O)N2CCC(C(=O)N3CCCC(C)C3)CC2)cc1 (centres undefined)
    -17	-8	10	7	2	3.2	-6	4	2
(67) S=c1[nH]c2ccccc2n2cccc12
    -5	-4	8	6	1	1.4	-4	1	-1
(68) CCN(CC)CC(=O)n1c2c(c3ccccc31)CCCC2
    -4	5	0	6	0	-0.2	1	-6	-7
(69) O=C(Cc1coc2ccc3ccccc3c12)Nc1nccs1
    26*	-5	7	-7	9	0.3	-13	2	5
(70) Cc1[nH]nc2c1C1(CCN(Cc3ccccc3)CC1)C(C#N)=C(N)O2
    4	-2	0	-3	1	0.1	1	0	-3
(71) CSCC(=O)Nc1ccc(F)c(Cl)c1
    7	7	5	-4	2	1.2	2	1	-4
(72) Cc1c(C2(O)CCCCC2)[nH]c2cnccc12
    -8	6	7	20	2	1.1	2	-12	-11
(73) Cc1cc(C)nc(-n2ncc3c2CCCC3=O)n1
    1	4	-7	18	2	1.0	4	-4	-1
(74) COC(=O)c1ccc2nc(-c3ccc(Cl)cc3)c(CC3CCCCC3)n2c1
    -5	11	6	-3	0	0.3	-3	-8	3

Bioassay records deposited in PubChem by The Scripps Research Institute Molecular Screening Center.
